Source: PubChem BioAssay (The Scripps Research Institute Molecular Screening Center)
pPAFAH inh: pPAFAH (human) enzyme inhibition | Q13093 | recombinant pPAFAH, FP-rhodamine probe fluorescence polarization | inhibition, % at 3.39 µM | 330,000 tested, 1.5% active;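 active = inhibition above the mean inhibition across the screen plus 3 SD, cut at about 25% in these data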;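 also: inhibitors block binding of the rhodamine activity-based probe so polarization drops; 0% = enzyme with DMSO and 100% = wells lacking pPAFAH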
PAFAH1B2 FP inh: PAFAH1B2 (human) inhibition | recombinant PAFAH1B2, FP-rhodamine activity probe, fluorescence polarization | inhibition, % at 3.39 µM | AID 492953 | 340,000 tested, 1.2% active;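 active = inhibition above the mean of all tested compounds plus 3 SD, cut at about 24% in these data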;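 also: 0% = enzyme with DMSO and 100% = wells lacking PAFAH1B2; many of its hits are not listed in these tables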
Target sequence (P68402 whole entry, looked up): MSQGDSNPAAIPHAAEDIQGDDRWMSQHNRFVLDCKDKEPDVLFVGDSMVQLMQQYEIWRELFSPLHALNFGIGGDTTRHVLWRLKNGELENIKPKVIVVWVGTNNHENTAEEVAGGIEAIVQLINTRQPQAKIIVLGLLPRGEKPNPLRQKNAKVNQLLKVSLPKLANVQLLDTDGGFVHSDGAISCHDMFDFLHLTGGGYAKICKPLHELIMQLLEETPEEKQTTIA
GSTO1 inh: blocks human GSTO1 in RBBP9 counter-screen | P78417 | recombinant GSTO1, activity-based probe fluorescence polarization | inhibition, % at 5.96 µM | 300,000 tested, 1.1% active | AID 1974;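 active = inhibition above the campaign mean inhibition plus 3 SD, cut at about 35% in these data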;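 also: 0% = GSTO1-1 with DMSO and 100% = wells lacking GSTO1-1 enzyme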
LYPLA2 inh: blocks human lysophospholipase 2, a PME1 counter-screen; O95372; recombinant LYPLA2, FP-Rh probe fluorescence polarization; inhibition, % at 5.9 µM; 320,000 tested, 0.38% active;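 active = inhibition above the screen-wide mean plus 3 SD, limit set per campaign, cut at about 26% in these data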;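 also: 0% = LYPLA2 with DMSO and 100% = wells lacking LYPLA2 enzyme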
PAD4 FP inh: PAD4 (human) enzyme inhibition; inhibition, % at 6.36 µM; AID 485272; 330,000 tested, 0.41% active; Q9UM07; recombinant PAD4, RCA probe fluorescence polarization;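 active = percent inhibition above a cutoff equal to the mean of all tested compounds plus 3 SD, cut at about 15% in these data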;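 also: 0% = PAD4 with RCA probe and DMSO and 100% = probe without PAD4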
PME-1 inh: PME-1 (human) inhibition | Q9Y570 | recombinant PME-1, FP-Rh probe fluorescence polarization | AID 2130 | inhibition, % at 5.9 µM | 320,000 tested, 0.53% active;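 active = inhibition above the campaign mean of all compounds plus 3 SD, cut at about 26% in these data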;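 also: competitive labeling of PME-1 active site by serine hydrolase directed probe; 0% = PME-1 with DMSO and 100% = wells lacking PME-1 enzyme; inhibitors block probe labeling so polarization falls and inhibition rises; many of its hits are not listed in these tables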
Target sequence (Q9Y570 whole entry, looked up): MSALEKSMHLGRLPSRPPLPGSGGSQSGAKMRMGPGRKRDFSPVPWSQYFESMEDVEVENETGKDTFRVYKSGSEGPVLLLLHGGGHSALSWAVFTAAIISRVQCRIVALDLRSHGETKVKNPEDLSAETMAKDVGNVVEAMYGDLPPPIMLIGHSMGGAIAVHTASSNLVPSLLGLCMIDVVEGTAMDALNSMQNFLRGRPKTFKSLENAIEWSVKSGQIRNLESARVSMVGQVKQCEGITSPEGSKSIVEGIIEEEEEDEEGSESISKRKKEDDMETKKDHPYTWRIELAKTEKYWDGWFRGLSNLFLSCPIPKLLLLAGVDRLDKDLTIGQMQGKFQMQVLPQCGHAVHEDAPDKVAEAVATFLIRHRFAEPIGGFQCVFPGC
LYPLA1 inh: blocks human lysophospholipase 1, a PME1 counter-screen; O75608; recombinant LYPLA1, FP-Rh probe fluorescence polarization; inhibition, % at 5.9 µM; 320,000 tested, 0.16% active; AID 2174;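 active = inhibition above the mean of all tested compounds plus 3 SD, set per campaign, cut at about 14% in these data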;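 also: inhibitors block serine hydrolase probe labeling of LYPLA1 so polarization falls; 0% = enzyme with DMSO and 100% = wells lacking LYPLA1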
PAFAH1B3 inh: inhibitors of human PAFAH1B3; Q15102; recombinant PAFAH1B3, FP-rhodamine probe, fluorescence polarization; inhibition, % at 3.39 µM; 340,000 tested, 0.28% active;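 active = inhibition above the screen-wide average of all tested compounds plus 3 SD, cut at about 25% in these data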;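 also: 0% = enzyme with DMSO only and 100% = wells lacking PAFAH1B3 protein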
Target sequence (Q15102 whole entry, looked up): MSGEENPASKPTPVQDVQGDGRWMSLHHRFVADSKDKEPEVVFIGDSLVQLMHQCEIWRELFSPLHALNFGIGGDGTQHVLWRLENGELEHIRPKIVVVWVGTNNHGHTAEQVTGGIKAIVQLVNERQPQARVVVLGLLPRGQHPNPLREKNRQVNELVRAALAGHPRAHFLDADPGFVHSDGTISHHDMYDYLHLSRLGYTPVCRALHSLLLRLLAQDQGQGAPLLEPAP
PREPL inh: inhibitors of human prolyl oligopeptidase-like enzyme PREPL; recombinant PREPL, fluorescence polarization activity-based probe; Q4J6C6; AID 2751; 320,000 tested, 0.68% active; inhibition, % at 5.96 µM; in the data active = inhibition above about 43%;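 also: 0% = enzyme with DMSO and 100% = wells lacking enzyme; many of its hits are not listed in these tables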
Starred values were filed as active, the others as inactive; x = no result given. A portion of the library (hit frequency here may not be typical).

no.	canonical_smiles	pPAFAH inh	PAFAH1B2 FP inh	GSTO1 inh	LYPLA2 inh	PAD4 FP inh
1	CCOC(=O)c1sc(NC(=O)c2cc3n(n2)C(C(F)(F)F)CC(c2ccccc2)N3)c(C(=O)OCC)c1C (centres undefined)	-3	-9	2	-7	1
2	NS(=O)(=O)c1ccc(CCNC(=O)CNC(=O)Cc2ccccc2)cc1	-3	4	4	-13	-4
3	N#Cc1ccc(N2Cc3ccccc3C2=NC(=O)c2cccs2)cc1	-5	-4	3	-3	8
4	O=S(=O)(Nc1nc2ccccc2nc1OCC(F)(F)F)c1cccs1	-1	24	-2	0	0
5	COc1ccccc1/C=N/NC(=O)CNC(=O)c1ccc(S(=O)(=O)N2CCCC2)cc1	-6	-1	4	-9	-2
6	COc1ccc(-c2nn(C)c3sc(C(=O)NCCN(C)C)cc23)cc1OC	9	0	-4	-1	1
7	Cc1csc(NC(=S)NC(=O)c2ccccc2)n1	8	-1	-4	-4	0
8	COc1cccc(C(=O)Nc2ncc3c(n2)CC(c2ccc(OC)cc2OC)CC3=O)c1 (centres undefined)	7	2	-2	4	-3

no.	PME-1 inh	LYPLA1 inh	PAFAH1B3 inh	PREPL inh
1	-1	-2	6	0
2	-5	-4	6	0
3	5	-3	-5	-21
4	-1	1	1	-7
5	-1	-6	5	12
6	1	3	2	27
7	9	-5	3	-10
8	0	-6	1	18

Quoted at random: six records from the list.
no.	canonical_smiles	pPAFAH inh	PAFAH1B2 FP inh	GSTO1 inh	LYPLA2 inh	PAD4 FP inh
5	COc1ccccc1/C=N/NC(=O)CNC(=O)c1ccc(S(=O)(=O)N2CCCC2)cc1	-6	-1	4	-9	-2
2	NS(=O)(=O)c1ccc(CCNC(=O)CNC(=O)Cc2ccccc2)cc1	-3	4	4	-13	-4
6	COc1ccc(-c2nn(C)c3sc(C(=O)NCCN(C)C)cc23)cc1OC	9	0	-4	-1	1
8	COc1cccc(C(=O)Nc2ncc3c(n2)CC(c2ccc(OC)cc2OC)CC3=O)c1 (centres undefined)	7	2	-2	4	-3
7	Cc1csc(NC(=S)NC(=O)c2ccccc2)n1	8	-1	-4	-4	0
3	N#Cc1ccc(N2Cc3ccccc3C2=NC(=O)c2cccs2)cc1	-5	-4	3	-3	8

no.	PME-1 inh	LYPLA1 inh	PAFAH1B3 inh	PREPL inh
5	-1	-6	5	12
2	-5	-4	6	0
6	1	3	2	27
8	0	-6	1	18
7	9	-5	3	-10
3	5	-3	-5	-21

Carrying on:
no.	canonical_smiles	pPAFAH inh	PAFAH1B2 FP inh	GSTO1 inh	LYPLA2 inh	PAD4 FP inh
9	CCC1(C)COC2(OC1)C(=O)Nc1ccccc12 (centres undefined)	-1	-2	-1	5	-2
10	CCCCSc1nnc2c(n1)OC=Nc1ccccc1-2	1	6	-1	-4	-1
11	O=C(NNC(=O)C1CC=CCC1)c1ccccc1O (centres undefined)	6	8	6	0	6
12	COc1cccc2c1C(=O)C=C(C)C2=O	1	2	40*	-3	-6
13	CCCNC(=S)N1CCN(c2nc(-c3ccc(C)cc3)cs2)CC1	4	3	2	-3	-3
14	O=S(=O)(Nc1ccc(Br)cn1)c1ccc2ccccc2c1	1	0	8	-1	1
15	CC(C)c1ccc(OCCCCCN2CCOCC2)cc1	9	1	1	13	-1
16	OCCCNc1nc(-c2ccc(Cl)cc2)nc2ccccc12	-3	0	-14	2	-7

no.	PME-1 inh	LYPLA1 inh	PAFAH1B3 inh	PREPL inh
9	3	-3	8	-5
10	3	-2	6	1
11	1	-1	8	6
12	4	1	11	3
13	6	-2	7	10
14	-2	3	9	-7
15	1	3	15	22
16	-15	-5	5	10

Remaining list, next part
no.	canonical_smiles	pPAFAH inh	PAFAH1B2 FP inh	GSTO1 inh	LYPLA2 inh	PAD4 FP inh
17	COc1ccc(C(=O)Cn2cc[n+](C)c2)cc1	0	-3	9	1	-4
18	O=C(Nc1ccccc1C(F)(F)F)N1CCC(n2c(=O)[nH]c3ccccc32)CC1	5	5	-12	-5	-4
19	CC(C)COc1ccc(CN=C(N)N=C(N)N)cc1Cl	-1	0	5	1	3
20	Cc1ccc(NS(=O)(=O)c2c(C)[nH]c(=O)[nH]c2=O)c(Br)c1	5	2	-5	-2	0
21	Cc1ccc(S(=O)(=O)N(C)C)cc1[N+](=O)[O-]	7	0	2	-1	1
22	C=CCc1cc(C)ccc1OCCn1ccnc1	0	3	-1	-3	1
23	CCOC(=O)N1CCN(CCC(=O)Nc2cccc(C)c2)CC1	1	-1	-1	-3	4
24	COc1ccc(CNc2nc(C)c([N+](=O)[O-])c(C)c2C#N)cc1	6	2	0	14	-1

no.	PME-1 inh	LYPLA1 inh	PAFAH1B3 inh	PREPL inh
17	-4	3	3	5
18	-5	0	7	7
19	3	-3	5	-21
20	2	1	2	-2
21	-1	2	-3	11
22	-1	-3	3	-11
23	0	0	11	2
24	2	0	9	-1

Remaining list, next part.
no.	canonical_smiles	pPAFAH inh	PAFAH1B2 FP inh	GSTO1 inh	LYPLA2 inh	PAD4 FP inh
25	CCOc1ccc(CCNC(=O)COC(=O)c2ccco2)cc1OCC	4	1	4	-1	2
26	CS(=O)(=O)Nc1ccc(C(=O)CC(=O)Nc2ccc([N+](=O)[O-])cc2)cc1	15	1	-37	-18	-3
27	COCCNC(=O)Cn1c(=O)n(CCCCCC(=O)NCc2ccc3c(c2)OCO3)c(=O)c2sccc21	7	x	-5	0	1
28	O=C(Nc1nc(-c2cccs2)cs1)C1=COCCO1	4	4	6	-8	-1
29	CCCCOc1ccc(NC(=O)c2cnc(C)cn2)cc1	1	3	0	5	1
30	Cc1cc(/C=C(\C#N)C(=O)N2CCCCC2)cc(C)c1O	-1	3	5	0	4
31	Cc1ccnc2nc(C(=O)OCC(=O)N(Cc3ccccc3)C(C)(C)C)nn12	5	7	x	x	1
32	N#Cc1c(NC(=O)CSc2ncnc3sccc23)oc(-c2ccco2)c1-c1ccco1	33*	3	19	-12	-6

no.	PME-1 inh	LYPLA1 inh	PAFAH1B3 inh	PREPL inh
25	-2	0	6	-8
26	-16	-16	3	-6
27	-7	-2	x	-6
28	-3	2	5	-7
29	0	2	-1	7
30	4	4	-7	11
31	x	x	7	3
32	9	-9	16	18

The list goes on:
no.	canonical_smiles	pPAFAH inh	PAFAH1B2 FP inh	GSTO1 inh	LYPLA2 inh	PAD4 FP inh
33	CNC1=C(N(C(C)=O)c2ccc(Br)cc2)C(=O)c2ccccc2C1=O	-3	-2	73*	1	47*
34	O=C(NCc1ccco1)c1cc(-c2ccccc2)nn1CC1CC(c2cccnc2)=NO1 (centres undefined)	4	0	-1	-1	1
35	Cc1ccccc1C(=O)NCC(=O)Nc1ccccc1C(F)(F)F	-3	3	3	-1	8
36	CC1(C)CC(=O)c2cc(C(=O)N3CCN(CCO)CC3)c(=O)n(-c3ccc(Cl)cc3)c2C1	-1	6	-2	3	-2
37	CC1=CC2=NC(=O)CC(C)(C(=O)N(CC(=O)NC(C)(C)C)Cc3ccccc3)N2C=C1 (centres undefined)	-5	9	6	-3	2
38	COc1ccc(Nc2nc(C)cc(C)c2C#N)cc1	-1	1	-4	-4	-6
39	COc1ccccc1OCC(=O)Nc1ccc(CSc2ccccc2)cc1C	-2	-2	1	-4	-4
40	Cc1nnc(SCc2ccc([N+](=O)[O-])cc2)[nH]c1=O	5	8	3	2	-1

no.	PME-1 inh	LYPLA1 inh	PAFAH1B3 inh	PREPL inh
33	19	3	38*	18
34	2	-1	1	8
35	4	2	4	3
36	-4	0	7	-10
37	-1	-5	12	8
38	5	2	0	13
39	1	-3	-1	-10
40	-2	4	9	2

(list continues)
no.	canonical_smiles	pPAFAH inh	PAFAH1B2 FP inh	GSTO1 inh	LYPLA2 inh	PAD4 FP inh
41	O=C(NC(Cc1ccccc1)C(=O)NCCc1ccccn1)c1ccccc1 (centres undefined)	0	-4	1	-3	-4
42	CCCCOC(=O)Nc1ccc(S(=O)(=O)Nc2nc(C)cc(C)n2)cc1	0	0	-1	0	-5
43	CCc1nnc(NC(=O)c2nc3nccc(C)n3n2)s1	0	7	-5	0	-2
44	CC1CCN(c2nc3c(c(=O)[nH]c(=O)n3C)n2CC(C)CSc2nnnn2-c2ccccc2)CC1 (centres undefined)	-1	8	-1	2	1
45	COc1ccc(-c2c(C3=CCCCC3)oc3ccc(-c4ccc5c(c4)OCO5)cc23)cn1	3	-3	6	-4	-5
46	O=C(Nc1ccc2c(c1)OCCO2)N1CCN(c2ccc(F)cc2)CC1	8	-6	2	3	-1
47	COC(=O)C1C(C(=O)OC)C1(c1ccccc1)c1ccccc1 (centres undefined)	1	17	-1	2	2
48	Fc1cccc(Oc2nc3ccccc3n3cccc23)c1	2	7	-1	6	-2
49	CCCCN(C(=O)C(C)N1C(=O)c2ccccc2C1=O)c1c(N)n(CCCC)c(=O)[nH]c1=O (centres undefined)	0	0	x	-3	-6
50	CCOC(=O)Cc1csc(NC(=O)/C=C\c2ccccc2Cl)n1	5	x	-12	-9	-3
51	N/C(CCCN1CCCCC1)=N/O	-2	2	1	2	-1

no.	PME-1 inh	LYPLA1 inh	PAFAH1B3 inh	PREPL inh
41	-8	-4	-1	11
42	4	-1	6	3
43	-4	2	5	-8
44	6	-1	11	35
45	1	-2	1	18
46	-4	2	14	20
47	-6	3	9	15
48	-1	-1	8	11
49	4	1	9	3
50	-13	-11	x	-9
51	-2	0	4	16

A draw from above in order of SMILES length, largest number first:
no.	canonical_smiles	pPAFAH inh	PAFAH1B2 FP inh	GSTO1 inh	LYPLA2 inh	PAD4 FP inh
42	CCCCOC(=O)Nc1ccc(S(=O)(=O)Nc2nc(C)cc(C)n2)cc1	0	0	-1	0	-5
43	CCc1nnc(NC(=O)c2nc3nccc(C)n3n2)s1	0	7	-5	0	-2
51	N/C(CCCN1CCCCC1)=N/O	-2	2	1	2	-1

no.	PME-1 inh	LYPLA1 inh	PAFAH1B3 inh	PREPL inh
42	4	-1	6	3
43	-4	2	5	-8
51	-2	0	4	16
